CatB inh: human cathepsin B inhibition; inhibition, %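 (tested at 10 µM)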; AID 453; purified cathepsin B, fluorogenic substrate, fluorescence; P07858; 63,000 tested, 0.1% active; in the data active = inhibition above about 21%;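 note: 0% = enzyme with no compound and 100% = no enzyme blank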
A340 absorber: compound absorbs light at 340 nm. 65,000 tested, under 10 active. AID 708. fold change at 10 µM. compound absorbance at 340 nm, fold over control;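 active = at 10 µM dose, initial 340 nm absorbance at least 2 fold that of control wells; inactive = change under 2 fold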;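 note: initial absorbance extrapolated from kinetic A340 decline of NADH oxidation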
C1s inh: human complement C1s inhibition; P09871; 62,000 tested, 0.16% active; mean inhibition % of two 10-compound mixtures (hits give high values), % at 5 µM (by protocol); AID 538; purified C1s, fluorogenic AMC substrate, pooled mixtures;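 active = inhibition above 20% in each of the two 10-compound mixture wells holding the compound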;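 note: 0% = enzyme wells lacking compound mixture and 100% = no-enzyme blank wells; some compounds called inactive have numbers as strong as hits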
Target sequence (P09871 16-437 limits assumed): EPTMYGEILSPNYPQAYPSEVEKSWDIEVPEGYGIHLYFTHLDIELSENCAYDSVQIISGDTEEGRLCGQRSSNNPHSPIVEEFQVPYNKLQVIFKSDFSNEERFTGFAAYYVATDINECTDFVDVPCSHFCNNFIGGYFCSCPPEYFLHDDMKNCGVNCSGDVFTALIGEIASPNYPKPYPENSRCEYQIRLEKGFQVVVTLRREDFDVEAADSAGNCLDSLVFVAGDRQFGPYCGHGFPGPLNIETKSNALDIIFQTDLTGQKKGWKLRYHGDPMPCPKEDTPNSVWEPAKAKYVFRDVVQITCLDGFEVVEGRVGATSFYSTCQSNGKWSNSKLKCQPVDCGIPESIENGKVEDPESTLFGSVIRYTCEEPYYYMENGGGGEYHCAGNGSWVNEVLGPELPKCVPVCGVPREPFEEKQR
Target sequence (P09871 438-688 limits assumed): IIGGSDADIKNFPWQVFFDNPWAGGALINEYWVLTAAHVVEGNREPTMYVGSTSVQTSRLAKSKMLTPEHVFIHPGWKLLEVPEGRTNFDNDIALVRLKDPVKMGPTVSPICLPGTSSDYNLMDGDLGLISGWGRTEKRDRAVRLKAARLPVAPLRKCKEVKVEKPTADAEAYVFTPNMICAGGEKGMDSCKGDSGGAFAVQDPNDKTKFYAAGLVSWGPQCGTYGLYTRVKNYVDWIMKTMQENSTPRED
CatL block: inhibitors of human cathepsin L. purified cathepsin L, fluorogenic substrate, fluorescence. 58,000 tested, 0.17% active. AID 460. P07711. inhibition, %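 (tested at 10 µM)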; in the data active = inhibition above about 45%;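 note: 0% = enzyme with no compound and 100% = no enzyme blank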
Target sequence (P07711 114-288 limits assumed): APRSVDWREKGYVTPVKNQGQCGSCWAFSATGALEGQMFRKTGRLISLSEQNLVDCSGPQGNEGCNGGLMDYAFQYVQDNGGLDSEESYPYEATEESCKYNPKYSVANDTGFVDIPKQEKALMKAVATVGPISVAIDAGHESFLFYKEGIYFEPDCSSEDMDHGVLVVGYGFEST
Target sequence (P07711 292-333 limits assumed): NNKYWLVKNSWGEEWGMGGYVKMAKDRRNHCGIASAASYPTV
* hit, by the source's call; x = no result given; & = joins results of further samples.

Start of the listing, in advance, two compounds:
SMILES	CatB inh	A340 absorber	C1s inh	CatL block
C=CCOc1ccccc1CN1CCSCC1	x	1.1	-6	x
CCCCOc1ccc(S(=O)(=O)N2CCCCCC2)cc1	x	1	-158	x

Main list (from the top)
SMILES	CatB inh	A340 absorber	C1s inh	CatL block
C=CCOc1ccccc1CN1CCSCC1	x	1.1	-6	x
CCCCOc1ccc(S(=O)(=O)N2CCCCCC2)cc1	x	1	-158	x
CCOC(=O)N1CCN(C/C(C)=C/c2ccccc2)CC1	x	1.1	6	x
CCCN1CCC(N2CCN(c3ccccc3OC)CC2)CC1	x	1	-30	x
CCCCSC(=O)Nc1ccccc1	x	1	7	x
O=C(NCCO)C(c1ccccc1)c1ccccc1	x	1	-22	x
N#Cc1c2c(c(-c3ccco3)[nH]c1=O)CCCC2	2	1.1	x	16
CCc1nc(N2CCOCC2)c(C#N)c2c1CCCC2	2	1	x	-15
COc1ccc(CCNC(=O)c2ccc(=O)[nH]n2)cc1OC	3	1	x	-10
c1ccc(CSc2nnc(SCc3ccccn3)s2)nc1	-4	1	x	-2
COC(=O)CCc1c(C)[nH]c(C(=O)OCc2ccccc2)c1C	3	1	x	14
CCN=C1SC(C(=O)Nc2ccc(Cl)c(Cl)c2)CC(=O)N1CC (centres undefined)	1	1	x	2
O=S(=O)(c1ccccc1)N1CCC(N2CCN(c3ccccc3)CC2)CC1	3	1	x	-5
COc1ccccc1-c1nnc2sc(C3CCCCC3)nn12	5	1	x	22
NC(=O)C1CCN(C2OC(=O)c3ccccc32)CC1 (centres undefined)	0	1	x	0

Single entries from the entries so far.
Under CatL block, c1ccc(CSc2nnc(SCc3ccccn3)s2)nc1 is listed with -2
Under C1s inh, CCCN1CCC(N2CCN(c3ccccc3OC)CC2)CC1 is listed with -30

Continuation.
SMILES	CatB inh	A340 absorber	C1s inh	CatL block
N#Cc1c(NCCCO)nc(-c2ccccc2)c2c1CCCC2	2	1	x	-9
CC(=O)CCn1c(=O)n(CCC(C)=O)c(=O)n(CCC(C)=O)c1=O	7	1	x	17
CC(C)C1Cc2c(sc3c2c(=O)n(Cc2ccccc2)c2nncn32)CO1 (centres undefined)	3	1.1	x	9
Cc1ccc(-n2ncc3c(N4CCCC4)ncnc32)c(C)c1	-2	1	x	12
CCCCN(CCCC)C(=O)CSc1nnc2n(C)c(=O)c3c4c(sc3n12)CCCC4	-2	1	x	-1
CC(C)c1nc2n[nH]c(N)c2c2c1CCCC2	2	1	x	23
CN1CCN(CCCCOc2ccc(F)cc2)CC1	2	1	x	-2
C=C(C)CSc1nnc2n(C)c(=O)c3c4c(sc3n12)CCC4	2	1.1	x	23
COC(=O)c1ccn(C(=O)c2ccc(Cl)cc2)n1	-2	1	x	1
Cc1nc(SCC(N)=O)[nH]c(=O)c1Cc1ccc(OC(C)C)cc1	1	1	x	-4
Cc1ccc2cc(CNC(C)(C)C)c(=O)[nH]c2c1	1	1.1	x	-15
CC(C)Cc1[nH]c(=O)c(C#N)c2c1CCCC2	-3	1.1	x	5
Cn1c(N)c(C#N)c(C#N)c1-c1ccccc1	-1	1	x	1
CCCCCCC(=O)N1CCN(c2cc3c(cc2F)c(=O)c(C(=O)O)cn3CC)CC1	0	1	x	7
CCOC(=O)c1[nH]c2ccc(OC)cc2c1NC(=O)CCN1CCCC(C)C1 (centres undefined)	2	1.1	x	6
Cc1ccc(C2C(C(=O)c3cc4ccccc4o3)=C(O)C(=O)N2CCCN(C)C)cc1 (centres undefined)	5	1	x	1
Cc1cc(C)n(CC(=O)n2nc(C)cc2C)n1	2	1	x	23
C#CCSC1=C(C#N)C(c2cccs2)C(C(=O)OCC)=C(C)N1 (centres undefined)	-1	1	x	-2
CCC(=O)Nc1nc2ccccc2n1Cc1ccccc1C	2	1	x	-5
CC1CCc2cc(F)cc3c(O)c(C(=O)NCc4ccco4)c(=O)n1c23 (centres undefined)	1	1	x	-4
N#Cc1nc(COc2ccc(Br)cc2)oc1NCCN1CCOCC1	5	1	x	5
Cc1ccc(-n2ncc3c(NCCCN4CCCC4=O)ncnc32)c(C)c1	2	1	x	-18
CC(C)Nc1nc(NC(C)C)nc(N(C)n2cnnc2)n1	2	1	x	2
CCOc1ccc(N=C(NC#N)SCC(=O)NC2CC2)cc1	5	1	x	-4
CCCCNC(=O)C(C#N)c1nc2ccccc2nc1N1CCN(c2ccccc2F)CC1 (centres undefined)	0	1	x	3
COc1ccc(OC)c(C2/C(=C(\O)c3ccc(OC)c(Cl)c3)C(=O)C(=O)N2CCN(C)C)c1 (centres undefined)	6	1	x	3
CC1(C)Cc2c(C#N)c(OCC(=O)c3ccccc3)nc(-c3ccoc3)c2CO1	0	1.1	x	-3
c1cncc(Oc2cccc(Oc3cccnc3)c2)c1	-2	1	x	-4
Nc1c(Br)cc2oc(-c3ccccc3)nc2c1Br	0	1	x	8
CCOc1ccc(-c2nnc3sc(-c4ccccc4OC)nn23)cc1	-1	1	x	14
Cc1cccc(OCc2nc(C)cc(=O)[nH]2)c1	3	1.1	x	2
O=C1C(=O)N(CCN2CCOCC2)C(c2ccccn2)/C1=C(/O)c1ccccc1 (centres undefined)	1	1.1	x	1
COC(=O)c1c(C)[nH]c(C(=O)OCc2ccc(F)cc2)c1C	0	1	x	-8
C=CCOc1nc2c(c(=O)n(Cc3ccc(Cl)cc3)c(=O)n2C)n1C	10	1	x	0
COc1cccc(C2/C(=C(\O)c3ccc4c(c3)OCCO4)C(=O)C(=O)N2CCCN(C)C)c1OC (centres undefined)	-5	1	x	-1
COC(=O)CN1C2(C#N)CCCCC2CC2CCCCC21C#N (centres undefined)	0	1	x	13
CCOC(=O)c1cc(CC)sc1NC(=O)C1CC1	2	1	x	11
Cc1ccccc1-c1nn2c(-c3ccccc3)nnc2s1	2	1	x	8
CCOc1ccc(Cn2c(O)cc(=O)[nH]c2=O)cc1	0	1	x	23
CCOC(=O)c1ccc(NC(=O)Cn2nnc3ccccc32)cc1	-1	1	x	4
Cc1c(/C(O)=C2\C(=O)C(=O)N(CCCN(C)C)C2c2ccccc2)cnn1-c1ccccc1 (centres undefined)	5	1.1	x	13
CC1(C)NC(=O)N(CC(O)COc2ccccc2C(=O)Nc2ccccc2)C1=O (centres undefined)	-4	1	x	1
N#Cc1c(N2CCCCC2)nc(N2CCCCC2)c2c1CCN(Cc1ccccc1)C2	1	1.1	x	8
COc1ccc(C(C)=O)cc1CSCCC(=O)O	-1	1	x	-5
Cc1cc(C)n(S(=O)(=O)/C=C/c2ccccc2)n1	2	0.99	x	2

Seven compounds from above, reduced to CatB inh:
structure	CatB inh
CCOC(=O)c1cc(CC)sc1NC(=O)C1CC1	2
O=C1C(=O)N(CCN2CCOCC2)C(c2ccccn2)/C1=C(/O)c1ccccc1 (centres undefined)	1
COC(=O)c1c(C)[nH]c(C(=O)OCc2ccc(F)cc2)c1C	0
Cc1ccccc1-c1nn2c(-c3ccccc3)nnc2s1	2
COC(=O)CN1C2(C#N)CCCCC2CC2CCCCC21C#N (centres undefined)	0
CC1(C)NC(=O)N(CC(O)COc2ccccc2C(=O)Nc2ccccc2)C1=O (centres undefined)	-4
N#Cc1c(N2CCCCC2)nc(N2CCCCC2)c2c1CCN(Cc1ccccc1)C2	1

(next part)
SMILES	CatB inh	A340 absorber	C1s inh	CatL block
CCC(CC)n1[nH]c(=O)cc1N	0	1	x	-7
O=C(Nc1ccc2c(c1)OCCO2)c1ccc(Br)o1	-6	1	x	-6
Cc1cccc(C)c1OCC(O)CNS(=O)(=O)c1ccccc1C(=O)N1CCOCC1 (centres undefined)	2	1	x	-5
c1ccc2c(c1)[nH]c1c(N3CCSCC3)ncnc12	3	0.91	x	-15
CC1(C)Cc2c(C#N)c(N3CCN(C(=O)c4ccco4)CC3)nc(Cc3ccccc3)c2CO1	-3	1	x	-15
Nc1nc2n(n1)C(c1cccs1)CC(c1ccc(F)cc1)N2 (centres undefined)	2	1	x	-1
COc1ccc(CCn2c(=N)c(C(=O)NCc3ccco3)cc3c(=O)n4ccccc4nc32)cc1OC	0	1	x	9
COc1cccc(N2CCN(C(=O)c3ccc(=O)oc3)CC2C)c1 (centres undefined)	3	1.2	x	8
O=c1cc(N2CCCCC2)nc2n1CCCS2	2	1	x	-1
Cn1c(Cn2cnc3ccccc32)nc2ccccc21	0	1	x	28
CC(C)OCCCn1c(=N)c(C(N)=S)cc2c(=O)n3ccccc3nc21	-9	1.1	x	-95
Nc1ccc2ncccc2c1N	7	0.98	x	79*
CCC(=O)Nc1nc(C)c(Oc2ccccc2)c(=O)[nH]1	3	1	x	17
CCN(CC)CCN1C(=O)C(=O)/C(=C(/O)c2c(C)[nH]c(C(=O)OC)c2C)C1c1cccc(OC)c1 (centres undefined)	2	1.1	x	9
c1ccc(C2=Nn3c(nnc3-c3ccccn3)SC2)cc1	3	1	x	0

The list goes on; it opens with the six that closed the last part.
SMILES	CatB inh	A340 absorber	C1s inh	CatL block
Cn1c(Cn2cnc3ccccc32)nc2ccccc21	0	1	x	28
CC(C)OCCCn1c(=N)c(C(N)=S)cc2c(=O)n3ccccc3nc21	-9	1.1	x	-95
Nc1ccc2ncccc2c1N	7	0.98	x	79*
CCC(=O)Nc1nc(C)c(Oc2ccccc2)c(=O)[nH]1	3	1	x	17
CCN(CC)CCN1C(=O)C(=O)/C(=C(/O)c2c(C)[nH]c(C(=O)OC)c2C)C1c1cccc(OC)c1 (centres undefined)	2	1.1	x	9
c1ccc(C2=Nn3c(nnc3-c3ccccn3)SC2)cc1	3	1	x	0
CC/C(C)=C1\SC(N2CCN(C(C)=O)CC2)=NC1=O	0	1	x	-7
CCCSc1nnc2n(Cc3ccccc3)c(=O)c3c4c(sc3n12)CCC4	-1	1	x	8
CCOP(=O)(c1ccccc1)c1nc(-c2ccccc2C)oc1N1CCCCC1 (centres undefined)	-2	1	x	-4
Cc1ccccc1C(=O)c1ccc2c(c1)n(C)c(=O)n2C	-1	1.1	x	-7
O=C(O)CCCC(=O)Nc1ccn(-c2ccccc2)n1	-1	1	x	10
O=CN1CCN(C(=O)CN2C(=O)c3ccccc3C2=O)CC1	2	0.99	x	-1
OCCN(CCO)c1ncnc2c1sc1nc(N3CCOCC3)c3c(c12)CCCC3	-1	1.1	x	-11
COc1cccc(-c2nc(N3CCC(C)CC3)c3ccccc3n2)c1O	-1	1.1	x	5
Cn1c[n+](C)cc1/C=N/O	2	1	x	5
Nc1nnnn1/N=C/c1ccco1	5	1.1	x	2
COc1ccc2nc(SCC(=O)O)nc(C)c2c1	1	1	x	-59
COc1cc(-c2cc(C(F)(F)F)n3ncc(C(=O)O)c3n2)cc(OC)c1OC	2	1.1	x	22
CCCCC(C(=O)O)C(C)CC(=O)Nc1cccc(C(=O)O)c1 (centres undefined)	-1	1	x	-8
CC1(C)C/C(=C(/C#N)C(N)=O)CCO1	9	1	x	16
COc1ccc2[nH]c(C)c(C(=O)CN3CC(C)OC(C)C3)c2c1 (centres undefined)	0	1.1	x	38
CSc1nc2sc3c(c2c2nnnn12)CCC3	4	1	x	-6
Cc1cc(=O)[nH]c(SCC(=O)c2ccccc2)c1C#N	5	1.1	x	13
CC1(C)Cc2nc(NCCCO)c(C#N)cc2CO1	0	1.1	x	-174
Cc1nnc(N2CCCCC2)c2ccccc12	0	1	x	13
CCCCOC(=O)c1ccc(NC(=O)CSc2nncn2C)cc1	0	0.98	x	3
COCCCNC(=O)c1c(N)n(/N=C/c2ccccn2)c2nc3ccccc3nc12	5	1.1	x	15
O=C(CSc1nc2ccccc2c(=O)n1CC1CCCCC1)N1CCOCC1	1	1	x	-2
Cc1cc(=O)oc(C)c1C(=O)Nc1ccc2nsnc2c1	3	1.1	x	-4
CCOc1cc2nc(-c3ccc(OC)c(OC)c3)nc(N3CCOCC3)c2cc1OC	-1	1.1	x	-2
Cc1c(C(=O)O)sc(=S)n1-c1ccccc1	-2	1.1	x	-7
CCOC(=O)C1=C(N)N2C(=O)CSC2=C(C(=O)OC)C1	2	1.1	x	16
COc1cccc(-c2nnc3sc(-c4cccs4)nn23)c1	5	1.1	x	16
Cc1noc(NS(=O)(=O)c2ccc(NC(=O)COc3ccccc3)cc2)c1C	-5	1	x	-4
CC1(C)Cc2c(C#N)c(NCCN3CCOCC3)nc(-c3ccco3)c2CO1	-3	0.98	x	-19
Oc1ccc(Br)cc1CNn1cnnc1	-1	1	x	9
CC1(C)Cc2c(c(N3CCCCC3)[nH]c(=S)c2C#N)CS1	-1	1	x	12
COCCCNC(=O)C(C#N)c1nc2ccccc2nc1N1CCCC1 (centres undefined)	0	1	x	-3
CCOc1cccc(-c2nnc3sc(-c4ccc(C)cc4)nn23)c1	2	1	x	33
COC(=O)c1ccc(Nc2cc(C)nc(-c3ccccc3O)n2)cc1	5	1.1	x	-6
CCCCCSc1nc(N2CCOCC2)c2c(c1C#N)CC(C)(C)OC2	1	1	x	30
CCCCc1nc(NCC2CCCO2)c(C#N)c2c1COC(C)(C)C2 (centres undefined)	4	1	x	-45
CCC(=O)NC1(C(F)(F)F)C(=O)Nc2c1c(=O)[nH]c(=O)n2Cc1ccco1 (centres undefined)	1	1	x	-9
CC(C)CN1C(=O)NC(NC(=O)c2cccnc2)(C(F)(F)F)C1=O (centres undefined)	-2	1	x	-2
CCN(CC)CCN1C(=O)C(=O)/C(=C(/O)c2ccc(F)cc2)C1c1cccnc1 (centres undefined)	1	1.1	x	11
COC(=O)C(NC(C)=O)(Nc1ccc(Br)cn1)C(F)(F)F (centres undefined)	3	1	x	28
CCC12CN3CC(CC)(CN(C1)C3c1c(O)ccc3ccccc13)C2=O (centres undefined)	-2	1	x	16
CCOC(=O)c1[nH]c2ccc(OC)cc2c1NC(=O)CCN1CCN(Cc2ccccc2)CC1	-3	1	x	-48
CN1CCc2c(sc3c2C(=O)NC(c2ccco2)N3)C1 (centres undefined)	5	1.1&1.1	x	-1

Assay outcomes (PubChem)

This is a subset. The share of hits here may be higher or lower than overall.
